Compound activity from PubChem BioAssay.
ATG4B inhibitor – inhibitors of human ATG4B cysteine protease; Q9Y4P1; hit rate 0.51% among 340,000; inhibition, % at 8.33 µM; AID 504462; ATG4B cleavage of LC3-PLA2, NBD-HPC fluorescence, 1 h; in the data active = inhibition above about 40%
PfGluPho inh – PfG6PD (Plasmodium falciparum) enzyme inhibition. PfGluPho enzyme, NADPH resazurin-diaphorase fluorescence. inhibition, % at 20 µM. hit rate 0.78% among 350,000;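 active = inhibition reaching at least a set limit at 20 µM in the primary screen, cut at about 59% in these data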;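 note: 0% = DMSO wells with substrate and 100% = DMSO wells lacking glucose-6-phosphate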
SENP1 inh – inhibitors of human SENP1 SUMO protease catalytic domain. Q9P0U3. recombinant SENP1 catalytic domain, CyPet-SUMO1-YPet FRET cleavage. inhibition, % at 10 µM. hit rate 0.21% among 360,000;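 active = inhibition at least 30% at 10 µM, raw YFP signal under a set limit, fluorescence ratio 0.5 to 1.5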;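 note: 0% = enzyme with DMSO and 100% = no enzyme wells; some results filed as inactive read as strong as hits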
Target sequence (Q9P0U3 419-644 limits assumed): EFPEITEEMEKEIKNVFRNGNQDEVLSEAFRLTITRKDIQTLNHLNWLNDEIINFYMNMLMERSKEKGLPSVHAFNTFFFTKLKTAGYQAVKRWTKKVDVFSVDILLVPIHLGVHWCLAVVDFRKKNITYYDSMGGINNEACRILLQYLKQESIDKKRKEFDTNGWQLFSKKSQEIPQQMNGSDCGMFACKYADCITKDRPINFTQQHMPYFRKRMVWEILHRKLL
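Compound: 10 µM single point, 0.5% DMSO; Test system: hSENP1 catalytic domain, recombinant; Timing: 50 min reaction at room temperature; Technique: FRET, CFP and YFP emission; Control set: no-enzyme wells low, DMSO-plus-enzyme wells high control.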
SENP6 block – inhibitors of human SENP6 protease | Q9GZR1 | Recombinant SENP6 catalytic domain, aminoluciferin luminescence | inhibition, % at 10 µM | hit rate 1.8% among 330,000;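 active = inhibition above about 50% at the single tested dose, limit read from the data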;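 note: plate controls were DMSO wells with enzyme for no effect and DMSO wells lacking enzyme for full effect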
Target sequence (Q9GZR1 628-1112 limits assumed): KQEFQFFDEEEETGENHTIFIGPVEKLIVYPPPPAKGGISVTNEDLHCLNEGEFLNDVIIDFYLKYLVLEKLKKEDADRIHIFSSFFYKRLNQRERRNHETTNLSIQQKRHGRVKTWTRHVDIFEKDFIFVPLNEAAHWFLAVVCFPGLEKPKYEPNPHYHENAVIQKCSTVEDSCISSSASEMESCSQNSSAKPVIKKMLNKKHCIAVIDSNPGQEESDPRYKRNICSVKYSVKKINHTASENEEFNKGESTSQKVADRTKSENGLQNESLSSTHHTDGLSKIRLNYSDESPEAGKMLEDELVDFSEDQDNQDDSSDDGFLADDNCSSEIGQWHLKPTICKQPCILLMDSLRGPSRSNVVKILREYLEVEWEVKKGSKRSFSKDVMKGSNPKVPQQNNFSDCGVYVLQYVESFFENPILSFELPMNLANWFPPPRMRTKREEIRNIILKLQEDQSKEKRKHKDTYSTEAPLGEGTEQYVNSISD
GRIN3A LBD mod – modulates the human NR3A ligand-binding domain; NR3A LBD differential scanning fluorimetry, Tm shift; 0% = protein alone, 100% = glycine-bound protein; Tm shift relative to glycine control, % at 25 µM; hit rate 2.5% among 340,000; AID 1259313;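 active = melting temperature shift of at least 10% of the positive control shift, at one fixed dose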
SENP8 block – SENP8 (human) protease inhibition; hit rate 0.64% among 360,000; Q96LD8; AID 602440; recombinant SENP8, Nedd8 substrate fluorescence; inhibition, % at 20 µM; in the data active = inhibition mostly above about 40%, no sharp cut-off; inactive = mostly below about 27%
Target sequence (Q96LD8 whole entry, looked up): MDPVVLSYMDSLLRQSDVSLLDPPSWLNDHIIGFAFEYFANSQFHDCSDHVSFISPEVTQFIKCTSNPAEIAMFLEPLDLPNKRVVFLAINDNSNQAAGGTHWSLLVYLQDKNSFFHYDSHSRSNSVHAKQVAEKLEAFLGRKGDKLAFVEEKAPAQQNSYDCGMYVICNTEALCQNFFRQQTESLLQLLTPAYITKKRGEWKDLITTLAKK
hIAP activ – human IAP activation. AID 2524. hit rate 0.16% among 330,000. purified human IAP, CDP-Star luminescence, 30 min; active compounds read high; 1 = vehicle-only enzyme, 0 = enzyme-free background. P09923. activation factor at 10 µM;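 active = activation factor of the enzyme at least 2-fold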; note: the source names both 10 and 20 µM as test concentration; values of inactives mirror those of a sister screen read the other way
MPTP inh – permeability transition pore inhibition; isolated mouse mitochondria, Ca2+ swelling absorbance, 30 min; inhibition, % at 10 µM; hit rate 1.4% among 360,000;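 active = inhibition of 50% or more, scaled per plate between neutral and stimulator controls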;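 note: 0% = DMSO wells given calcium and 100% = 1 mM EGTA wells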
Numbers without * were called inactive; · = no result given.

Each structure is followed by: SENP1 inh	SENP6 block	SENP8 block	GRIN3A LBD mod	hIAP activ	PfGluPho inh	MPTP inh	ATG4B inhibitor
CC1=CC2=NC(=O)/C(=C/c3cccs3)C(=N)N2O1
→ -7	-2	15	-1	1.3	1	1.1	-4
CN(C(=O)COc1ccc2ccc(=O)oc2c1)C1CCS(=O)(=O)C1 (configuration not stated)
→ 1	12	-291	-1	1	-12	-0.2	5
CCOc1ccccc1NC(=O)COC(=O)CC(NC(N)=O)c1ccc(Cl)cc1 (configuration not stated)
→ 4	-12	18	-1	1	1	1.2	-8
CCC(C)OC(=O)C1=C(C)NC(=O)NC1c1ccc(F)cc1 (configuration not stated)
→ -1	4	15	-4	0.84	6	0.3	-8
O=C(Nc1cccnc1)c1ccc([N+](=O)[O-])cc1Cl
→ 2	5	12	-1	0.85	-8	1.4	7
O=C(NCc1ccccn1)Nc1cc(Cl)ccc1Cl
→ 0	3	13	5	1.2	18	-2.5	-9
NC(=O)c1ccsc1NC(=O)CCc1ccccc1
→ -7	19	12	-5	1.1	25	1.8	-3
Clc1ccc(-c2csc(N3CCSCC3)n2)cc1
→ 2	4	4	4	0.94	23	2.8	-8
CC1CCCC(NC(=O)COC(=O)CCC(=O)c2cccs2)C1C (configuration not stated)
→ 4	5	-3	0	0.98	-1	-1.3	-18
COc1ccc(NC(=O)COC(=O)c2cc(S(=O)(=O)N3CCCC3)ccc2O)cc1
→ 0	-1	-443	3	1.1	-9	-1.5	-12
COCCN(CCOC)CC(O)COC(c1ccccc1)c1ccccc1 (configuration not stated)
→ 2	-1	2	-2	0.99	7	-0.4	-7
O=C1N(c2ccccc2)C(c2ccc(Cl)cc2)N2CCCN12 (configuration not stated)
→ 0	2	18	-3	0.93	-20	-0.3	0
C/C(=N\N1C(=O)CSC1=S)c1ccc(Br)cc1
→ 0	-13	14	-3	1.2	9	-0.5	-8
O=C(COC(=O)c1cc[n+]([O-])cc1)Nc1ccc(SC(F)F)cc1
→ -9	17	12	-3	1.1	9	1.4	-5
Cc1ccc(S(=O)(=O)NC(=O)c2cccc(Br)c2)cc1
→ 1	-8	8	0	1.3	-4	-1.2	-3
CCn1c(SC(C)C(=O)Nc2ccc(N3CCOCC3)cc2)nnc1C1CC1 (configuration not stated)
→ 0	-15	15	5	0.98	-3	-0.3	-3
CCN(CC)C(=O)C1=C(C)N(Cc2ccccc2)C(=O)C(CC(=O)NCCN2CCOCC2)C1 (configuration not stated)
→ 2	·	0	·	·	-1	-0.1	·
Cc1ccc(-n2nc3c(c2NC(=O)c2ccc4c(c2)OCO4)CS(=O)(=O)C3)c(C)c1
→ 0	3	7	-3	0.92	-11	-1.1	1
Cc1nn(-c2ccccc2)c(C)c1NC(=O)COc1ccc(Br)cc1Cl
→ 4	2	3	-3	0.97	-11	1.5	0
COc1ccc(OC)c(/C=N/NC(=O)CNC(=O)c2cccc3ccccc23)c1
→ 0	-11	-423	4	1.1	99*	1.9	-3
Brc1ccc(C2=CC(c3cccs3)n3ncnc3N2)cc1 (configuration not stated)
→ -23	1	-343	-3	0.94	20	24	-9
CCNc1ccc(S(=O)(=O)NCCN(C)C)cc1[N+](=O)[O-]
→ -13	-1	15	0	1	-4	1.7	-5
CCOC(=O)c1ccc(NC=C2C(=O)OC3(CCCCC3)OC2=O)cc1
→ -16	-12	-75	0	0.91	5	0.3	10
COC(=O)NNC(=O)C(c1ccccc1)c1ccccc1
→ 1	3	13	1	1.1	9	0.2	-6
O=C(C[n+]1ccccc1)Nc1ccccc1C(=O)O
→ -3	-5	4	1	0.89	4	4.0	-10
CC(C)(C)NC(=O)CN(C(=O)CCC(=O)Nc1nccs1)c1ccc2c(c1)OCCO2
→ 3	-12	16	-1	1	-10	1.2	-4
COc1ccc(CCNC(=S)N(C)C)cc1OC
→ 2	0	10	-1	1.1	-7	0.4	-1
O=C(O)c1cccc(N/N=C/c2ccc(OC(F)(F)F)cc2)c1
→ 0	99*	12	-1	1.3	3	-0.2	5
COc1cc(N2C(=O)CSC23C(=O)Nc2ccccc23)cc(OC)c1OC (configuration not stated)
→ -1	-2	20	1	0.82	-1	-1.2	-8
CC(=O)Nc1nc2n(n1)C(c1ccc(Cl)cc1)C=C(C)N2 (configuration not stated)
→ -127	-20	-448	0	0.99	-3	2.0	3

Structures above shown as hits in PfGluPho inh:
smiles	SENP1 inh	SENP6 block	GRIN3A LBD mod	hIAP activ	PfGluPho inh	MPTP inh	ATG4B inhibitor
COc1ccc(OC)c(/C=N/NC(=O)CNC(=O)c2cccc3ccccc23)c1	0	-11	4	1.1	99*	1.9	-3

Single entries from the entries so far.
Brc1ccc(C2=CC(c3cccs3)n3ncnc3N2)cc1 (configuration not stated) in SENP1 inh is entered as -23
CC1CCCC(NC(=O)COC(=O)CCC(=O)c2cccs2)C1C (configuration not stated) in SENP8 block is entered as -3
COc1ccc(NC(=O)COC(=O)c2cc(S(=O)(=O)N3CCCC3)ccc2O)cc1 in hIAP activ is entered as 1.1
CCNc1ccc(S(=O)(=O)NCCN(C)C)cc1[N+](=O)[O-] in ATG4B inhibitor is entered as -5

Of the compounds above, four contain bromine:
Each structure is followed by: SENP1 inh	SENP6 block	SENP8 block	GRIN3A LBD mod	hIAP activ	PfGluPho inh	MPTP inh	ATG4B inhibitor
C/C(=N\N1C(=O)CSC1=S)c1ccc(Br)cc1
→ 0	-13	14	-3	1.2	9	-0.5	-8
Cc1ccc(S(=O)(=O)NC(=O)c2cccc(Br)c2)cc1
→ 1	-8	8	0	1.3	-4	-1.2	-3
Cc1nn(-c2ccccc2)c(C)c1NC(=O)COc1ccc(Br)cc1Cl
→ 4	2	3	-3	0.97	-11	1.5	0
Brc1ccc(C2=CC(c3cccs3)n3ncnc3N2)cc1 (configuration not stated)
→ -23	1	-343	-3	0.94	20	24	-9

Continuation:
Each structure is followed by: SENP1 inh	SENP6 block	SENP8 block	GRIN3A LBD mod	hIAP activ	PfGluPho inh	MPTP inh	ATG4B inhibitor
Cc1ccc(Nc2ncnc3c2cnn3C)c(C)c1
→ 0	15	6	0	0.88	11	0.8	-3
CCOc1ccc(S(=O)(=O)Nc2cnc3ccccc3c2)cc1
→ 2	1	-260	-2	0.91	-7	87*	-2
COc1cc(NC(=O)c2noc3c2CCCC3)c(OC)cc1Cl
→ 1	-2	3	-2	1.1	-1	3.0	-3
COc1ccc2[nH]c(=O)c(CN(Cc3ccccc3)C(=S)NCC3CCCO3)cc2c1 (configuration not stated)
→ 2	-13	-285	-1	0.94	-2	-1.6	-5
CCCn1c(C)cc(/C=C(\C#N)C(=O)OCC(=O)Nc2cccc(S(N)(=O)=O)c2)c1C
→ -9	12	-212	-6	0.95	-2	-0.2	-20
O=C(Nn1c(-c2ccncc2)nc2ccccc2c1=O)c1ccc(Br)cc1
→ 3	11	4	-2	0.95	-6	-1.2	-2
Cc1ccc(C(=O)NCCSCc2ccc(Cl)cc2Cl)cc1[N+](=O)[O-]
→ -1	3	5	-23	1.1	27	68*	3
Cc1ccc(NC(=O)CN2C(=O)NC3(CCCCC3)C2=O)cc1S(=O)(=O)N1CCOCC1
→ 2	-8	2	-1	0.84	4	-0.1	3
Cc1c(-c2ccccc2)nc(N)c(C#N)c1-c1cccnc1
→ -8	8	-410	-1	1	-2	1.4	-6
O=[N+]([O-])c1cccc(-c2cn(-c3ccccc3)c(=S)[nH]2)c1
→ 2	6	16	0	1.4	52	0.9	-10
COc1cc2c(cc1OC)C(c1cccc([N+](=O)[O-])c1)N(C(=O)CCC(=O)O)CC2 (configuration not stated)
→ -1	-2	13	-1	1.1	-6	0.4	0
NC1=NC(=O)/C(=C/c2ccccc2OS(=O)(=O)c2ccc3ccccc3c2)S1
→ 3	·	-5	18*	·	7	0.0	-2
COC(=O)c1sc(NC(=O)c2cc(-c3ccccc3)nc3ccccc23)c(C#N)c1C
→ 21	14	18	21*	0.87	65*	66*	40
COc1ccc(/C=C/C(=O)c2ccccn2)cc1
→ -89	27	-22	1	1	27	0.8	-2
CC(Oc1ccc2ccccc2c1)C(=O)NNC(=O)Nc1ccccc1F (configuration not stated)
→ 0	15	0	0	1.6	6	0.3	-8
CCCc1nn(-c2cc(Cl)ccc2OC)c2c1C(=O)CCC2
→ 0	0	17	-2	1	-12	-0.9	-7
COc1ccc(C2=Nn3c(nnc3-c3ccccc3OC)SC2)cc1OC
→ -1	·	6	2	·	-26	-0.1	-1
COc1ccc(N2CCN(CCC(N)=O)CC2)cc1
→ 1	-8	27	-1	1.1	-3	-1.7	-5
O=C(c1cc(S(=O)(=O)N2CCOCC2)ccc1F)N(Cc1nnc(-c2ccccc2Cl)o1)C1CC1
→ -1	-23	2	0	0.99	1	2.1	-3
CN1CCN(S(=O)(=O)c2ccc(Nc3cccc(Cl)c3)c([N+](=O)[O-])c2)CC1
→ 4	-8	14	0	0.9	4	-0.8	3
O=C(COC(=O)C1CC1)Nc1ccc(Cl)cn1
→ -15	11	-31	-1	0.9	-5	0.4	5
CCc1nc(NCCCCCO)c2nnn(Cc3ccccc3F)c2n1
→ -7	-5	11	0	1.1	-25	-1.5	5
COc1ccccc1N1CCN(c2ccc3c(c2)S(=O)(=O)c2cccc(C(=O)NCC4CC4)c2C3=O)CC1
→ 6	·	18	·	·	9	-0.4	·
CN(Cc1cnn(C)c1)C(=O)C1CCC(=O)N(Cc2ccc(Cl)cc2)C1 (configuration not stated)
→ 1	-9	2	-5	1.2	-3	-0.8	-2
COc1cccc(NC(=O)c2ccc(N3C(=O)C4CC=CCC4C3=O)cc2)c1 (configuration not stated)
→ 0	-16	-7	2	1.1	5	3.1	-16
O=C(CNC(=O)c1ccccc1F)NCCOc1ccccc1Cl
→ 1	-5	-3	1	1.2	24	0.3	-9
COCCNc1ccc([N+](=O)[O-])cc1C(=O)Nc1cccc(C)n1
→ 0	-16	26	1	1	-2	7.9	-8
Cc1[nH]c2ccccc2c1SCC(=O)O
→ -1	-7	22	-1	0.93	-2	-9.7	-1
COc1ccccc1NC(=O)COc1ccc(Br)cc1CNC1CCCC1
→ 2	-19	16	0	1.1	1	0.5	-11

An excerpt from above in order of their number in PfGluPho inh, low to high:
Compound | SENP1 inh | SENP6 block | GRIN3A LBD mod | hIAP activ | PfGluPho inh | MPTP inh | ATG4B inhibitor
COc1ccc(C2=Nn3c(nnc3-c3ccccc3OC)SC2)cc1OC | -1 | · | 2 | · | -26 | -0.1 | -1
COc1cc2c(cc1OC)C(c1cccc([N+](=O)[O-])c1)N(C(=O)CCC(=O)O)CC2 (configuration not stated) | -1 | -2 | -1 | 1.1 | -6 | 0.4 | 0
CC1=CC2=NC(=O)/C(=C/c3cccs3)C(=N)N2O1 | -7 | -2 | -1 | 1.3 | 1 | 1.1 | -4
